# RPL19A-GFP yeast: alters RPL19A-GFP fluorescence in TOR pathway yeast screen | 0.3% of 330,000 active | S. cerevisiae RPL19A-GFP strain, flow cytometry, 3 h; stronger effect = lower value | percent response vs DMSO, % at 10 µM | AID 2025;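 active means percent response vs DMSO below 50%; inconclusive means fewer than 70 events counted for the yeast strain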;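 further: median channel GFP fluorescence of the barcoded RPL19A-GFP strain; ratio of sample median GFP to plate DMSO average so 100% = DMSO; lower means less RPL19A-GFP as with rapamycin TOR inhibition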
# MEP2 TOR yeast: alters MEP2-GFP fluorescence in TOR pathway yeast screen; S. cerevisiae MEP2-GFP strain, flow cytometry GFP, 3 h; 100% = DMSO control level; GFP response vs DMSO, % at 10 µM; 0.51% of 330,000 active;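 active means GFP response versus DMSO above a set limit, roughly screen mean plus 3 SD, cut at about 180% in these data; inconclusive means fewer than 70 cells counted for a yeast strain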;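 further: median GFP fluorescence of the barcode-gated MEP2-GFP cells per well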
# CR mimetic SO: lowers age-related superoxide in aged yeast cells | S. cerevisiae aged cells, superoxide DHE fluorescence; stronger effect = lower value | superoxide response (% of plate mean), % at 10 µM | 0.18% of 330,000 active | AID 2690;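 active means superoxide response under a set limit, about three screen SD below normal, cut at about 65% in these data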;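 further: yeast aged for seven days with compound at 30 °C before DHE staining; 100% = average MFI of all compound-treated wells on the plate with controls excluded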
# Efflux pump inh: blocks antifungal efflux pumps in multiplex yeast assay; inhibition, % at 10 µM; 0.44% of 330,000 active; S. cerevisiae Candida pump triplex, Nile Red efflux;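 active means plate passing quality check with inhibition over a set limit, or well fluorescence over plate mean plus 4 SD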;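 further: Nile Red retained in pooled yeast measured as flow cytometry median fluorescence; 0% = buffer negative control and 100% = Enniatin B positive control; higher means more Nile Red kept so more efflux inhibition; some compounds called inactive have numbers as strong as hits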
# LAP4-GFP MLPCN: modulators of TOR pathway LAP4-GFP in S. cerevisiae. S. cerevisiae LAP4-GFP multiplex, flow cytometry GFP, 3 h; median GFP as percent of DMSO wells. GFP response vs DMSO, % at 10 µM. 0.34% of 320,000 active. AID 2023;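 active means GFP response vs DMSO above a set limit, about the screen mean plus 3 SD, cut at about 150% in these data; inconclusive means under 70 cell events counted for the yeast strain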
# AHR act: human AHR activation; P35869; AHR-responsive luciferase reporter cells, luminescence; activation, % at 5 µM; 2.5% of 320,000 active; in the data active means activation above about 47%;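 further: 0% = vehicle wells and 100% = reference agonist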
# Target sequence (P35869 whole entry, looked up): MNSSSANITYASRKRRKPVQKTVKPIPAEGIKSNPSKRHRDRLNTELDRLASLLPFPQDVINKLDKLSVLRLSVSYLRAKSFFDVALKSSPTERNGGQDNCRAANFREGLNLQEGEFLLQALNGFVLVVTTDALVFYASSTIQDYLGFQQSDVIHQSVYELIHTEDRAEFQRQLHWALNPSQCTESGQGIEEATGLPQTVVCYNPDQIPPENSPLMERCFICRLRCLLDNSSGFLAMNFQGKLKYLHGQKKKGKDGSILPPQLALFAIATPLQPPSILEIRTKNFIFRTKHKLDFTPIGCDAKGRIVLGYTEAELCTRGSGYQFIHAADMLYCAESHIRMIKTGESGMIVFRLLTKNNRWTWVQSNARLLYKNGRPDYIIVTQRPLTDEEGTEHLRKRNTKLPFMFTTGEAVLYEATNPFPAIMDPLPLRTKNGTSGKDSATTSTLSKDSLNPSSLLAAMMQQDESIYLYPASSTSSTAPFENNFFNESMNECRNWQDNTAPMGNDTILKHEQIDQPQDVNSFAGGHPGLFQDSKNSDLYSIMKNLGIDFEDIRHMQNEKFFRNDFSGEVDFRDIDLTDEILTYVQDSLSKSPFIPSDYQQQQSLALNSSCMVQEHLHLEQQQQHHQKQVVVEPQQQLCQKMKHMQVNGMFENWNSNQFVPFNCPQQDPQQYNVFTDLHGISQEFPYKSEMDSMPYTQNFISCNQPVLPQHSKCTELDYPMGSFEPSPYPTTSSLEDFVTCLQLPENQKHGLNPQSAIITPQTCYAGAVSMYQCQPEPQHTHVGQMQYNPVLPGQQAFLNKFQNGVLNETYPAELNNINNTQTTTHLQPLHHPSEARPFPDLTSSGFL
# AGP1 TOR yeast: modulators of TOR pathway AGP1-GFP in S. cerevisiae. GFP response vs DMSO, % at 10 µM. S. cerevisiae AGP1-GFP multiplex flow cytometry, 3 h; GFP as percent of DMSO wells. 0.02% of 320,000 active;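 active means GFP response relative to DMSO above a set limit, near screen average plus 3 SD, cut at about 150% in these data; inconclusive means fewer than 70 cells counted for the yeast strain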;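 further: median GFP channel fluorescence of the gated AGP1 strain per well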
# CIT2-GFP yeast: yeast TOR pathway CIT2-GFP modulation | S. cerevisiae CIT2-GFP strain, flow cytometry, 3 h; 100 means same as DMSO wells | GFP response vs DMSO, % at 10 µM | 0.065% of 320,000 active;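 active means GFP response relative to DMSO above a set limit, near the screen mean plus 3 SD, cut at about 150% in these data; inconclusive means Fewer than 70 cells measured for a yeast strain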;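 further: ratio of well median GFP fluorescence to mean of DMSO wells on the plate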
# * hit, by the source's call; ? = inconclusive; / = no result given; [ ] = dose if it differs, or a comment. An unsorted share of the library; overall some 3.9% were active at least once.
SMILES,RPL19A-GFP yeast,MEP2 TOR yeast,CR mimetic SO,Efflux pump inh,LAP4-GFP MLPCN,AHR act,AGP1 TOR yeast,CIT2-GFP yeast
Cc1ccc(CNC(=O)C(N=C2NS(=O)(=O)c3ccccc32)C(C)C)cc1 (stereo not drawn),98,92,155,0.0,106,3,101,110
O=C(NCc1ccc(F)cc1)C1CCCN1C(=O)Nc1ccc(Cl)cc1 (stereo not drawn),102,103,88,0.0,94,1,101,108
COCCn1c(SCC(=O)Nc2cc(C(C)(C)C)nn2-c2ccccc2)nnc1-c1ccncc1,104,111,97,-0.2,105,5,111,117
CCOC(=O)CSc1nc2ccccc2c(=O)n1C,96,104,89,-0.1,104,1,93,107
Cc1cc(C)c(C(=O)/C=C/c2ccco2)c(=O)[nH]1,103,103,93,0.0,99,6,106,103
Cc1ccc(C)c(NC(=O)CN(C)C(=O)c2ccccc2Cc2ccccc2)c1,104,105,100,-0.2,102,9,109,118
CC1SCC(=O)N(CC(=O)Nc2ccc3c(c2)OCO3)C1=O (stereo not drawn),97,100,97,0.1,99,3,96,97
CC(=O)c1cccc(NC(=S)NC(=O)c2ccccc2C)c1,96,104,95,0.0,108,14,97,102
O=C(CSc1nnc(-c2ccc(O)cc2)o1)Nc1ccccc1Br,103,93,96,-0.1,97,4,100,112
Cc1cc(C)n(-c2nc3ccccc3nc2N2CCN(C(=O)c3ccc(F)cc3)CC2)n1,97,95,109,0.1,101,0,97,101
COc1ccccc1N1CCN(S(=O)(=O)/C=C/c2ccccc2)CC1,?,?,95,0.1,?,1,?,93[may fluoresce red]
O=S(=O)(c1ccc(Cl)cc1)N1CCCC(C(F)(F)F)C1 (stereo not drawn),98,97,110,0.0,105,2,100,98
O=C1c2ccccc2C(=O)c2c1cccc2N1CCN(Cc2ccccc2)CC1,95,100,132,2.2,95,4,94,95
COc1ccccc1C(=O)NC(=S)Nc1ccc(Cc2ccncc2)cc1,108,111,99,-0.1,82,-3,101,103
CCOC(=O)N1CCC(N2C(=O)c3ccccc3C2Nc2cc(Cl)c(OC)cc2OC)CC1 (stereo not drawn),106,100,112,0.1,105,1,110,119
COc1cc(NC(=S)NC(C)(C)C)c(OC)cc1Cl,100,107,71,0.0,103,14,103,102
O=Cc1cccc(OC(=O)/C=C/c2ccco2)c1,108,111,100,0.0,97,0,96,98
C=C1CCN([C@@H](CC(C)C)C(=O)NCc2ccc(Cl)cc2)S(=O)(=O)c2ccccc21,100,92,109,0.1,123,1,89,98
COc1ccccc1NC(=O)N1CCN(c2ccc3nncn3n2)CC1,105,102,91,0.0,108,0,97,103
CCCc1nc2scc(-c3ccccc3)c2c(=O)n1N,89,95,100,-0.2,102,0,90,94
CC(=O)Nc1nc(CC(C)C)cc2c1c(=O)oc1ccccc12,97,105,104,-0.1,102,15,98,100
Cc1noc(C)c1C(=O)OCC(=O)Nc1cccc(S(=O)(=O)N(C)C)c1,99,105,107,0.1,106,-1,100,101
COC(=O)c1cc(C(=O)NCCC(C)C)cc([N+](=O)[O-])c1,104,108,114,0.0,96,5,102,104
Cc1ccc(NC(=O)C(C)OC(=O)c2ccc(NC(=O)CC#N)cc2)cc1S(=O)(=O)N1CCOCC1 (stereo not drawn),99,100,86,0.0,105,1,103,98
Cc1ccn2cc(CCNC(=O)C3CC=CCC3C(=O)O)nc2c1 (stereo not drawn),94,98,98,0.0,98,2,95,98
CCOc1ccccc1NC(=O)CCn1ccnc1,106,112,89,0.1,94,26,97,100
CC1CCN(S(=O)(=O)c2ccc3ncn(CC(=O)N4CCN(C)CC4)c(=O)c3c2)CC1,97,108,100,-0.1,97,0,105,95
CCOC(=O)Cc1[nH]nc2c1C(c1cc(OC)ccc1OC)C(C#N)=C(N)O2 (stereo not drawn),100,106,90,-0.1,99,1,99,97
COc1ccccc1-c1noc(-c2ccccc2C(=O)Nc2ccccc2)n1,98,103,102,-0.1,97,47*,101,100
CCNc1nc(NCC)n2c(SCc3nc4ccccc4c(=O)[nH]3)nnc2n1,101,110,118,0.2,104,4,96,94

# Retrieved by compound from the list above (4):
SMILES,RPL19A-GFP yeast,MEP2 TOR yeast,CR mimetic SO,Efflux pump inh,LAP4-GFP MLPCN,AHR act,AGP1 TOR yeast,CIT2-GFP yeast
CCOc1ccccc1NC(=O)CCn1ccnc1,106,112,89,0.1,94,26,97,100
CCCc1nc2scc(-c3ccccc3)c2c(=O)n1N,89,95,100,-0.2,102,0,90,94
COc1ccccc1N1CCN(S(=O)(=O)/C=C/c2ccccc2)CC1,?,?,95,0.1,?,1,?,93[may fluoresce red]
COc1cc(NC(=S)NC(C)(C)C)c(OC)cc1Cl,100,107,71,0.0,103,14,103,102

# Going on with the list.
SMILES,RPL19A-GFP yeast,MEP2 TOR yeast,CR mimetic SO,Efflux pump inh,LAP4-GFP MLPCN,AHR act,AGP1 TOR yeast,CIT2-GFP yeast
O=C(c1cc2c(s1)CCC2)N1C(=O)c2ccccc2S1(=O)=O,98,95,107,-0.1,105,-1,92,88
Cc1occc1C(=O)NNC(=O)c1nn(C)c(=O)c2ccccc12,100,108,103,0.2,99,7,96,105
Cc1ccc(S(=O)(=O)c2nc(-c3ccco3)oc2N2CCC(C)CC2)cc1,98,100,102,0.2,100,-1,94,94
CC1Cc2cc(/C(O)=C3/C(=O)C(=O)N(CCCn4ccnc4)C3c3ccncc3)ccc2O1 (stereo not drawn),/,130[may fluoresce violet],81,-0.1,95[may fluoresce violet],0,30[may fluoresce violet],?
CCN(c1ccccc1)S(=O)(=O)c1cc(C(=O)Nc2cccc(Cl)c2)ccc1F,100,106,87,-0.2,97,2,100,103
CC1CCN(Cc2c(C(=O)N/N=C/c3cccc(C(F)(F)F)c3)nnn2-c2nonc2N)CC1,98,90,93,0.1,96,1,102,101
CCCCCCCCn1cnc2c(N)c(C)c(C)cc21,93,103,106,0.0,109,26,93,96
COc1ccc(Cl)cc1NC(=O)C12CCC(C)(C(=O)O1)C2(C)C (stereo not drawn),91,90,84,-0.1,90,7,88,97
Cc1nn(-c2ccccc2)c(C)c1/C=N\N1CCN(c2ccc(Cl)cc2)CC1,99,105,116,0.5,108,2,99,97
O=C(O)c1ccc(N2CC3CC(C2)c2cccc(=O)n2C3)c(NC(=S)Nc2ccc(Cl)cc2Cl)c1 (stereo not drawn),113,106,91,0.1,99,1,91,96
COc1ccc(/C=N/N2C(=O)CN(C(=O)c3ccccc3)C2c2ccc(OC)cc2)cc1 (stereo not drawn),98,92,108,0.0,100,-1,100,93
N#CC1=C(SCC(=O)NC2CCCCC2)NC(=O)CC1c1ccco1 (stereo not drawn),97,97,96,0.0,106,-1,96,98
Clc1ccc(C2=C3CCCCn4c(-c5ccccc5)c[n+](c43)C2)cc1,102,99,98,-0.1,106,2,104,99
S=C(c1c[nH]c2ccccc12)N1CCOCC1,99,98,108,-0.2,96,-2,102,100
Cc1ccc(S(=O)(=O)NCc2c(-c3ccccc3)c3cc(Cl)ccc3[nH]c2=O)cc1,105,102,104,-0.1,97,-1,102,114
COc1c(C)cc(C(=O)C2CCCN(Cc3cccc4nccnc34)C2)cc1C (stereo not drawn),105,106,81,0.1,96,8,101,102
Cn1c(SCC(=O)N/N=C/c2ccc([N+](=O)[O-])s2)nnc1-c1ccc(Cl)cc1,103,151,92,16*,110,19,93,114
CCN(CC)S(=O)(=O)c1ccc(-c2nnc(SCC(=O)Nc3nc(C)cs3)o2)cc1,100,103,101,0.0,94,-1,105,98
O=C(NC1CCCCCCC1)c1ccc2c(c1)OCO2,95,100,99,-0.1,96,69*,94,94
O=C(O)c1ccc(Nc2cc(Cl)c3nonc3c2[N+](=O)[O-])cc1,94,94,131,-0.4,91,1,95,101
O=C(O)CCCN=Cc1c(O)c2ccccc2oc1=O,97,96,97,-0.2,106,-1,102,93
COc1ccc(OCCCC(=O)Oc2ccc(OC)cc2)cc1,102,111,101,0.0,112,2,113,107
Cc1cccc(-n2ccnc2SCC(=O)Nc2nccs2)c1,100,101,98,0.0,99,17,101,96
CCC(C)N(C(=O)COc1ccc(NC(C)=O)cc1)C1CCS(=O)(=O)C1 (stereo not drawn),91,96,98,0.0,93,0,93,91
CCOc1ccc(NC(=O)Nc2cccs2)cc1,93,95,120,0.0,103,9,94,94
CCCCCCc1cc2cc(-c3nnc(-c4cc(OC)c(OC)c(OC)c4)o3)c(=O)oc2cc1O,101,104,104,0.4,104,-1,112,105
CCOC(=O)c1[nH]c2c(c1C)C(=O)CC(c1ccc(OC)c(OC)c1)C2 (stereo not drawn),105,103,114,0.1,101,7,104,99
COC(=O)/C(=C/c1cccnc1)NC(=O)c1ccccc1,98,103,86,0.3,94,-2,108,103
O=C(CSc1ccc(-c2ccccn2)nn1)Nc1nccs1,97,96,127,0.0,112,6,100,94
CC(C)N(Cc1ccccc1)C(=O)CN1C(=O)COc2ccc(S(=O)(=O)N3CCCCCC3)cc21,103,105,141,-0.1,94,1,101,102
CCOc1ccc(C(=O)NNC2CC(=O)N(Cc3ccc(Cl)cc3)C2=O)cc1OC (stereo not drawn),95,102,96,0.4,102,5,102,99
COc1cc(C(CC(=O)N2CCCC2)c2c(OC)cc(OC)c3c(-c4ccccc4)cc(=O)oc23)cc(OC)c1OC (stereo not drawn),101,106,96,0.1,100,6,100,97
Cc1ccc(S(=O)(=O)/N=C(/Nc2cccc(C(=O)O)c2)c2ccccc2)cc1,103,106,88,-0.1,93,0,99,99
CCOc1ccc(Cn2nnc(C(=O)NCCc3ccccc3)c2N)cc1,99,99,108,-0.6,104,25,103,100
C=CCN(C(=O)CNC(=O)c1ccco1)C(C(=O)NC1CCCCC1)c1ccc(F)cc1 (stereo not drawn),94,95,92,0.1,91,-1,92,89
O=C(CCN1C(=O)NC2(CCCC2)C1=O)Nc1ccc(-c2nc3ccccc3s2)cc1,100,104,93,0.2,104,23,103,105
CCc1ccc(OCCCC(=O)Nc2ccc(S(=O)(=O)Nc3cc(C)nc(C)n3)cc2)cc1,107,115,95,0.0,114,-1,113,107
CCOc1ccc(OCC(=O)OC(C)C(=O)NC2CCCC2)cc1 (stereo not drawn),98,97,95,-0.1,99,1,102,97
COc1ccc(C(=O)Nc2ccccc2-c2ccccc2)cc1Cl,96,100,101,0.3,98,14,86,91
Clc1ccc(CSc2nnc([C@@H]3CCCN3)o2)cc1Cl,95,86,89,0.1,89,4,101,101
O=C(NCc1cccs1)C(=O)NCC1OCCCN1S(=O)(=O)c1ccc(F)cc1 (stereo not drawn),106,99,111,0.3,90,1,98,100
Cc1ccc(NC(=O)C2CCN(C(=O)c3ccc(Cl)cc3)CC2)nc1,103,120,100,0.0,110,-1,113,111
Cn1cc(/C=N/n2cnc3sc4c(c3c2=O)CCCC4)c2ccccc21,98,98,100,0.1,108,19,/,92
Cc1ccccc1CNC(=O)Cc1ccccc1[N+](=O)[O-],110,101,81,0.0,94,8,99,99
COc1cccc(SCC2CSc3nc4ccccc4c(=O)n32)c1 (stereo not drawn),104,105,95,-0.1,98,3,109,107
CCOC(=O)c1ccccc1NC(=O)COC(=O)c1c(CC)noc1C,100,99,84,-0.1,105,-1,102,97
Cc1c(C(=O)O)oc2ccc(S(=O)(=O)NCc3ccc4c(c3)OCO4)cc12,100,104,117,0.1,105,1,102,103
COc1cc(/C=C/C(=O)O)cc(S(=O)(=O)Nc2ccccc2Cl)c1OC,107,106,95,0.0,99,-2,101,105
N#CC1=C(SCc2ccccc2)NC(=O)CC1c1ccc(O)cc1 (stereo not drawn),92,98,94,-0.1,94,10,89,99
O=C(COC(=O)/C=C/c1ccccc1Cl)NCCc1ccc(Cl)cc1Cl,107,107,121,0.2,100,2,100,99
